From PubChem
M18AAP inhibitor: PfM18AAP enzyme inhibition; hit rate 1.2% among 290,000; recombinant PfM18AAP, H-Glu-NHMec fluorogenic cleavage; inhibition, % at 7.35 µM;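 active = inhibition above the campaign mean inhibition over all tested compounds plus 3 SD, cut at about 28% in these data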;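 note: 0% = plate median of test compound wells and 100% = 2 mM ZnCl2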
MEKK3 PB1 HTS: modulators (inhibitors or enhancers) of MEK5 binding to human MEKK3 PB1 domain; AID 1529; binding response (% of control), % at 10 µM; bead-based flow cytometry, Alexa488-MEK5 binding to MEKK3; actives lie on both sides; 0 = blocked by unlabeled MEK5, 100 = vehicle; hit rate 1.4% among 290,000;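 active = binding response more than 3 SD above or below the average of its plate-row segment, actives on both sides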;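 note: Alexa488 bead fluorescence after subtracting the streptavidin-only scavenger bead signal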
Target sequence (Q99759 whole entry, looked up, the tested form may be a part): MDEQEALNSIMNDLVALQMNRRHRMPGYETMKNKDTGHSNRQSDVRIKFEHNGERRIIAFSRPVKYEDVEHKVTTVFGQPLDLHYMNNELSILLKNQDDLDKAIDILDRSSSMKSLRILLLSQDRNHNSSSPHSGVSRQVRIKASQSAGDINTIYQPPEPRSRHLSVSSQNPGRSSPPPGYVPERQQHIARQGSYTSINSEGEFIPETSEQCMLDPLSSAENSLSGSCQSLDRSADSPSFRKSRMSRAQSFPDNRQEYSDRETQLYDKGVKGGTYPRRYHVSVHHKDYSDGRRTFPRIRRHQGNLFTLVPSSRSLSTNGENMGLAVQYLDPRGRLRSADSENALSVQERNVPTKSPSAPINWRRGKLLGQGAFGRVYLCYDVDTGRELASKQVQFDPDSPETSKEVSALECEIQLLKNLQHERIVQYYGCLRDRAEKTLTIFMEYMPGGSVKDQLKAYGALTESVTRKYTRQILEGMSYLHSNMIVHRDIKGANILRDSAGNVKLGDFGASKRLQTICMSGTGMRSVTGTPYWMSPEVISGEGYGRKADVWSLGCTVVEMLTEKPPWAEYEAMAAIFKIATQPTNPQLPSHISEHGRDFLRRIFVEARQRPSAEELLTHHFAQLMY
DNA FID counter: counter-screen for HCV NS3 helicase inhibitors: DNA intercalator displacement; DNA fluorescent intercalator displacement, fluorescence; inhibition, % at 7.9 µM; hit rate 0.17% among 290,000; AID 1845; in the data active = inhibition above about 37%;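 note: 0% = vehicle and 100% = reference compound; higher means more ethidium bromide displaced from hairpin DNA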
OXTR agonist: agonists of human oxytocin receptor. CHO-OTR cells, Fluo-8 calcium fluorescence; normalized: DMSO 0%, oxytocin 100%. AID 2435. activation, % at 3 µM. hit rate 0.32% among 320,000. P30559;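 active = activation above the mean of all tested compounds plus 3 SD, cutoff set per screening run, cut at about 20% in these data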;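 note: peak over basal fluorescence ratio from a 100 s FLIPR kinetic read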
Target sequence (P30559 whole entry, looked up): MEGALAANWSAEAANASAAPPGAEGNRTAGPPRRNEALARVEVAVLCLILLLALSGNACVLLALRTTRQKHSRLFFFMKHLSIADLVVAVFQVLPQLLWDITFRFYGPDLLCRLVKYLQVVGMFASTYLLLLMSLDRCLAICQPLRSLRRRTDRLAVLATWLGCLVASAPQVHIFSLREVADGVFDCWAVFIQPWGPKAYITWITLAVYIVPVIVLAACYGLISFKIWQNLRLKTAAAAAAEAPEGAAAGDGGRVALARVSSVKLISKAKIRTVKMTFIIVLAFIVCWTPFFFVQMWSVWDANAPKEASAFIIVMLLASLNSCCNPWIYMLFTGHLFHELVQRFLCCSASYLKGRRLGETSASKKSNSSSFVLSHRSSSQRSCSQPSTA
GPR7 antag: antagonists of human GPR7 (neuropeptides B/W receptor 1); P48145; GPR7-expressing cells, fluorescence antagonist assay; inhibition, % at 4.4 µM; hit rate 1.1% among 290,000; in the data active = inhibition above about 16%, passing the limit was not always enough;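 note: cells stimulated with the agonist NPW; 0% = agonist with vehicle and 100% = vehicle without agonist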
NALP1 inh: NALP1 inhibition. AID 2071. hit rate 0.61% among 280,000. inhibition, % at 10 µM. S. cerevisiae NALP1/ASC/caspase-1 growth, X-gal OD620, 72 h; in the data active = inhibition mostly above about 24%, no sharp cut-off; inactive = mostly below about 32%; note: some compounds called inactive have numbers as strong as hits
MEKK2mut PB1 HTS: signal of MEK5 binding to mutant human MEKK2 PB1 domain; hit rate 0.35% among 290,000; bead flow cytometry, Alexa488-MEK5 binding to MEKK2 mutant; percent response, % at 10 µM; in the data active = percent response above about 24%, passing the limit was not always enough; note: inactives centre near 1; some results filed as inactive read as strong as hits; reference of the scale not given here
MEKK2 WT-MEK5: raises or lowers MEK5 binding to wildtype human MEKK2 PB1 domain. hit rate 1.1% among 290,000. bead flow cytometry, Alexa488-MEK5 binding to MEKK2 WT; actives lie on both sides. binding response (% of control), % at 10 µM. Q9Y2U5; in the data active = binding response below about 67% or above about 130%
PHOSPHO1 inh: blocks human PHOSPHO1 phosphatase activity; hit rate 1.1% among 290,000; AID 1565; inhibition, % at 13.3 µM; Q8TCT1; recombinant PHOSPHO1, absorbance phosphatase assay; in the data active = inhibition above about 60%
Numbers without * were called inactive; . = no result given; & = joins results of further samples; [ ] = another dose, or the depositor's remark.

SMILES	M18AAP inhibitor	MEKK3 PB1 HTS	DNA FID counter	OXTR agonist	GPR7 antag	NALP1 inh	MEKK2mut PB1 HTS	MEKK2 WT-MEK5	PHOSPHO1 inh
O=C(CCC(=O)c1ccc(Oc2ccccc2)cc1)Nc1ccc(C(=O)O)cc1	2	106	-27	1.1	-11	-12	6	104	39
O=P(c1ccccc1)(c1ccccc1)C(c1ccco1)N1CCOCC1 (stereo not given)	-2	107	-13	-0.9	-1	-7	10	111	20
O=C1c2c(O)cc(O)cc2O[C@H](c2ccc(O)c(O)c2)[C@H]1O	79*	106&105	0	0.2	-12	.	5&0	110&99	.
Cc1nc2ccccc2n1CC(=O)NC(C)C1CC2CCC1C2 (stereo not given)	-2	97	0	-1.3	4	-19	-18	98	-5
Cc1ccn(CC(=O)N2CCCC(N3CCN(c4ccccc4F)CC3)C2)n1 (stereo not given)	5	96	-10	.	-3	0	-1	96	-7
CC(C)Nc1ncnc2c1nnn2Cc1ccccc1	0	103	-4	-1.2	0	-13	-4	95	10
CN(CC(=O)Nc1ccc(Cl)c(C(F)(F)F)c1)C(=O)CC1Sc2ccccc2NC1=O (stereo not given)	5	105	-15	8.7	-5	0	10	108	38
c1ccc(Cc2nnc3sc(-c4cccnc4)nn23)cc1	3	90	-6	-0.3	-3	6	-5	94	10
COCCNC(=O)COc1cccc(Oc2ccccc2)c1	-4	100	-7	0.8	-13	10	-4	96	33
CN(C)S(=O)(=O)c1ccc(C(=O)NCCc2ccco2)cc1	2	103	-6	-0.2	-12	14	6	108	7
NC(=O)Cc1ccc(Nc2nnc(-c3ccccc3)c3ccccc23)cc1	4	102	-16	-1.6	-2	-9	7	113	20
CCOC(=O)CC1=NN(c2ccccc2)C(=O)C1	2	71	-19	1.2	-7	3	-8	79	55
COc1cccc(NC(=O)CN2C(=O)CSc3ccc(S(=O)(=O)N4CCCCC4)cc32)c1	0	91	-28	-0.4	0	17	0	91	30
O=C(NCCCN1CCOCC1)C(=O)NCc1ccccc1Cl	-8	103	-5	-0.1	-7	9	-10	88	11
CC(=O)Nc1sc2c(c1C(c1ccc(Cl)cc1)N1CCOCC1)CCCC2 (stereo not given)	5	112	-4	-1.3	-6	-1	9	106	0
O=C(O)CCCNC(=O)c1cncc(O)c1	0	102	1	0.2	-1	26	-8	95	30
O=S(=O)(Cc1ccccc1)NCc1cccnc1	2	107	2	1.1	-19	.	6	109	3
Cc1ccc(-c2cc(C(=O)NCCCN3CCCC3)c3ccccc3n2)cc1C	5	103	17	0.9	3	8	11	141*	24
NC(=O)C1=C[C@@H](C2CCCCC2)C[C@@H](OCCCCO)O1	2	98	0	-0.5	3	1	2	101	1
COCCCn1c(SCc2nnc(-c3ccc(OC)c(OC)c3)o2)nc2ccccc2c1=O	2	99	-15	0.4	3	-2	6	97	-6
CN1CCN(C(=O)c2ccc(Oc3ccc([N+](=O)[O-])cc3)cc2)CC1	1	99	16	1.9	0	22	-6	97	6
O=C(NCc1ccc(Cl)cc1)C1CCCN(c2cnccn2)C1 (stereo not given)	2	103	-19	1.2	-3	14	3	105	18
CC(NCc1cc(Br)ccc1OCC(=O)NCc1ccccc1)c1ccccc1 (stereo not given)	4	116	10	3.0	30*	10	1	117	30
COc1cc(COCC(O)CN2CCN(Cc3ccccc3)CC2)cc(OC)c1OC (stereo not given)	-8	108	11	0.4	-10	-1	-8	105	44
CCN(CC)CCCN1C(=O)CSC1c1ccc([N+](=O)[O-])cc1 (stereo not given)	2	109	8	0.2	4	-2	-6	100	29

Of the compounds above, these contain an aryl methoxy group.
SMILES	M18AAP inhibitor	MEKK3 PB1 HTS	DNA FID counter	OXTR agonist	GPR7 antag	NALP1 inh	MEKK2mut PB1 HTS	MEKK2 WT-MEK5	PHOSPHO1 inh
COc1cccc(NC(=O)CN2C(=O)CSc3ccc(S(=O)(=O)N4CCCCC4)cc32)c1	0	91	-28	-0.4	0	17	0	91	30
COCCCn1c(SCc2nnc(-c3ccc(OC)c(OC)c3)o2)nc2ccccc2c1=O	2	99	-15	0.4	3	-2	6	97	-6
COc1cc(COCC(O)CN2CCN(Cc3ccccc3)CC2)cc(OC)c1OC (stereo not given)	-8	108	11	0.4	-10	-1	-8	105	44

(further entries)
SMILES	M18AAP inhibitor	MEKK3 PB1 HTS	DNA FID counter	OXTR agonist	GPR7 antag	NALP1 inh	MEKK2mut PB1 HTS	MEKK2 WT-MEK5	PHOSPHO1 inh
CCN(CC)CCCNC(=O)c1cc(-c2ccc(Cl)c(Cl)c2)on1	1	101	25	8.7	8	-5	17	121	-2
CCCOc1ccc(/C(O)=C2/C(=O)C(=O)N(CCCn3ccnc3)C2c2cccnc2)cc1 (stereo not given)	2	107	-7	0.4	-7	.	5	99	40
CC(C)CCNC(=O)C1CCN(S(=O)(=O)c2ccc3c(c2)CCC(=O)N3)CC1	-1	108	-5	0.6	6	-1	4	107	3
Cc1cc(-c2nc(C)c(C(=O)NNC(=O)NC(C)C)s2)no1	21	100	-2	0.1	-9	5	4	107	-25
COc1ccc(-c2c(NC(=O)c3ccco3)oc3ccc(Cl)cc3c2=O)cc1	-2	101	-23	-1.4	6	-8	10	104	28
CN(C(=O)c1ccc(N2CCOCC2)c([N+](=O)[O-])c1)C1CCCCC1	-6	105	-27	1.4	2	4	12	107	25
Cn1cnc2c(N/N=C/c3cccs3)ncnc21	12	93	-7	-1.7	-10	-30	-1	93	29
Cc1ccc(NC(=O)c2ccc(Oc3ncccn3)cc2)cc1	-5	108	-7	-0.1	-4	-14	2	104	43
CCC(C)CCN1C(Nc2ccccc2)=NC[C@@H]1C (stereo not given in full)	1	100	-1	0.9	0	3	2	107	-13
Cc1cccc(OCC(O)CN2CC3(C)CC2CC(C)(C)C3)c1 (stereo not given)	2	96	12	0.0	-8	34	-2	99	-11
CC(NC(=O)C(C)(C)C)c1nc2ccccc2n1C (stereo not given)	7	0.0*[inhibitor]	5	-1.6	4	15	-16	0.0*[inhibitor]	7
N#C/C(=C\c1ccc(N2CCOCC2)cc1)c1ccccc1	-4	137*	-10	-2.6	-4	33	0	100	-2
O=C(Nc1ccccc1-c1nc2ccccc2[nH]1)c1sc2ccccc2c1Cl	-8	99	-4	4.2	-9	28	0	103	-25
O=C(NCc1ccc(F)cc1)C1CCC(CNS(=O)(=O)c2ccccc2)CC1 (stereo not given)	3	100	-40	2.7	-7	-8	5	107	34
COc1ccccc1/C=N/N1CCN(c2ccc(Cl)cc2)CC1	-1	100	-8	-2.2	16	8	6	106	3
Cc1ccccc1-c1nnc(SCc2ccc(F)cc2)o1	7	83	-4	-1.5	-4	6	-8	87	-27
CCN(Cc1ccccc1)C(=O)c1c[nH]c2ccc(S(=O)(=O)N(C)CCC#N)cc2c1=O	-3	89	-22	-1.5	-4	17	-3	91	-3
O=S(=O)(c1cccs1)N1CCN(c2ccc(F)cc2)CC1	4	104	-7	1.8	-1	7	-1	100	-30
Cc1cc(C)n2nc(-c3cnn(C)c3C(F)(F)F)cc2n1	-1	105	-4	-2.5	-16	-2	2	106	20
COc1ccc(OCCCCn2c(CO)nc3ccccc32)cc1	3	104	-23	5.3	-16	-23	12	110	.
COc1ccc(CCNC(=O)COC(=O)C23CC4CC(CC(Br)(C4)C2)C3)cc1	-6	97	-28	-1.6	-9	37	-1	96	-9
N#C/C(=N\Nc1ccc(S(=O)(=O)N2CCc3ccccc32)cc1)C(N)=S	8	102	-17	3.7	-16	6	0	93	-16
Cn1cc(Cl)c(-c2n[nH]c(=S)n2C2CCCCC2)n1	8	90	-11	0.1	2	-3	-14	84	-10
CN1/C(=C/c2cccc[n+]2C)Sc2ccccc21	4	104	9	-0.5	-11	14	3	108	34
COc1ccc(-c2nc3ccccc3nc2-c2ccccc2)cc1OC	-3	108	-35	-1.6	-19	14	9	105	39

Remaining list, next part:
SMILES	M18AAP inhibitor	MEKK3 PB1 HTS	DNA FID counter	OXTR agonist	GPR7 antag	NALP1 inh	MEKK2mut PB1 HTS	MEKK2 WT-MEK5	PHOSPHO1 inh
O=C(NCc1ccc2c(c1)OCO2)Nc1ccc2ccccc2c1	1	99	-3	-2.7	-8	.	-4	98	18
COc1ccccc1NC(=O)C1CC(=O)N(c2ccc(F)cc2)C1 (stereo not given)	1	103	-4	0.3	-5	1	5	104	44
COC(=O)c1c(NC(=O)COc2ccc(Cl)cc2Cl)sc2c1CC(C)(C)NC2(C)C	-3	103	28	1.7	-1	15	17	147*	23
COc1cc(NC(c2ccccc2)c2ccccc2)cc(OC)c1OC	-2	101	-22	-2.2	-16	-14	-5	94	21
CCN1CCCC1CN(Cc1cc2cc(C)ccc2[nH]c1=O)C(=O)Nc1ccccc1OC (stereo not given)	12	91	5	0.1	1	3	10	101	-46
CCCc1cc(=O)[nH]c(SCC(=O)N(Cc2ccccc2)C(C)C)n1	-6	107	-33	-0.9	-17	1	9	109	-12
COc1ccccc1CN(C)C(=O)c1sccc1-c1ccccc1	2	100	-40	-0.9	-4	19	8	102	28
COc1ccc(NC(=S)N2CCOCC2)c(OC)c1	-7	94	-5	-0.2	0	29	-1	95	-9
Cc1ccc(C(=O)n2nnc3ccccc32)cc1[N+](=O)[O-]	-8	99	-2	0.0	-7	22	-1	99	-5
CCCNC(=O)c1ccc(-c2nn(C)c(=O)c3ccccc23)cc1	-2	104	-13	1.3	-15	-4	7	105	25
CCCCc1c(O)nc2sccn2c1=O	1	100	-3	-0.3	-10	9	0	100	0
CC(=O)c1cccc(NC(=S)NC(=O)c2cccc(Cl)c2)c1	-5	102	2	-0.7	-4	21	-2	85	-16
Cc1ccc(NC(=O)C2COc3ccccc3O2)cc1 (stereo not given)	12	98	-11	-2.1	32	7	-10	96	5
OC(CNCc1ccc(F)cc1)(c1ccccc1)c1ccc(F)cc1 (stereo not given)	4	101	3	1.0	9	20	-1	107	40
O=C(CN1CCCCCCC1)Nc1ccc(Cl)cc1Cl	0	99	0	-1.2	-11	-4	-2	98	21
Cc1[nH]ncc1-c1ccccc1Cl	0	103	-3	2.5	-8	-25	-1	101	33
Cc1ccc(CNC(=O)C2CCCN2C(=O)Nc2ccc(F)cc2)cc1 (stereo not given)	-1	93	-7	-2.1	-10	7	5	101	26
O=[N+]([O-])c1ccc(Sc2nnnn2-c2ccccc2)c(Cl)c1	10	100	2	-1.9	12	15	0	97	18
COc1ccc(CCCC(=O)NCC(=O)N/N=C/c2cc(Cl)ccc2OC)cc1	0	101	-15	.	-6	7	0	94	.
Cc1sc2nc(SCc3nc(-c4cccs4)no3)n(-c3ccccc3)c(=O)c2c1C	1	103	-1	-0.7	-3	-5	3	101	-11
O=S(=O)(Cc1ccccc1)C1CCCCC1O (stereo not given)	-6	105	2	0.9	7	.	4	98	17
O=C(CSc1nnc(NC(=O)c2ccccc2Cl)s1)NC1CC1	-3	99	-4	-0.1	3	18	-9	96	-20
NC(=O)CSc1nc2cc(Cl)ccc2c(=O)n1C1CCCCC1	-6	102	-26	-2.0	-9	17	0	101	15
CCN(CC)S(=O)(=O)c1cccc(C(=O)N[C@H](C(=O)NNC(=O)c2ccccc2)C(C)C)c1	-6	104	-19	0.3	7	2	5	103	33
CCOC(=O)c1ccccc1NC(=O)c1c(N)n(C)c(=O)[nH]c1=O	.	103	.	0.4	.	.	4	110	.
Cc1ccc(N=C2SCCCN2C(=O)c2ccco2)cc1Cl	-11	99	2	0.0	-17	6	4	102	9
CCn1c(=O)c2c(nc(SCC(=O)Nc3ccccc3)n2C)n(C)c1=O	1	102	-9	1.4	-3	-4	2	101	27

Structures above marked active in MEKK3 PB1 HTS:
structure | M18AAP inhibitor | MEKK3 PB1 HTS | GPR7 antag | NALP1 inh | MEKK2mut PB1 HTS | MEKK2 WT-MEK5 | PHOSPHO1 inh
CC(NC(=O)C(C)(C)C)c1nc2ccccc2n1C (stereo not given) | 7 | 0.0*[inhibitor] | 4 | 15 | -16 | 0.0*[inhibitor] | 7
N#C/C(=C\c1ccc(N2CCOCC2)cc1)c1ccccc1 | -4 | 137* | -4 | 33 | 0 | 100 | -2
